SIRT5 block = SIRT5 desuccinylase inhibitors, primary screen, biochemical, fluorescence imaging, single point, set 5; NAD-dependent protein deacylase sirtuin-5, mitochondrial (Homo sapiens), Q9NXA8; Purified SirT5, succinyl-peptide AMC, trypsin-coupled fluorescence; inhibition, % at 15 µM; 330,000 tested, 1.1% active; AID 652115, 2013; in the data active = inhibition above about 15%; inconclusive = no clear call, values can overlap the other calls
E-sel inducer = E-selectin induction in HUVECs, primary screen, imaging, HUVEC, immunofluorescence imaging, single point | 260,000 tested, 0.37% active | AID 686992, 2013 | normalized: neutral wells 0, TNF-alpha wells 100 | activation, % at 7.58 µM;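 active = mean E-selectin-positive cell signal at least 10% of the positive control, reached in at least 60% of replicates, without over 20% cell loss; inconclusive = no rule given, readout overlaps actives, possibly toxicity-flagged; inactive = the rest, including those meeting only one limit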;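 also: in these data hits start at about 27%; measured in HUVEC primary endothelial cells; signal is the percent of cells scored E-selectin positive by PE staining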
Target sequence (P16581 whole entry, looked up): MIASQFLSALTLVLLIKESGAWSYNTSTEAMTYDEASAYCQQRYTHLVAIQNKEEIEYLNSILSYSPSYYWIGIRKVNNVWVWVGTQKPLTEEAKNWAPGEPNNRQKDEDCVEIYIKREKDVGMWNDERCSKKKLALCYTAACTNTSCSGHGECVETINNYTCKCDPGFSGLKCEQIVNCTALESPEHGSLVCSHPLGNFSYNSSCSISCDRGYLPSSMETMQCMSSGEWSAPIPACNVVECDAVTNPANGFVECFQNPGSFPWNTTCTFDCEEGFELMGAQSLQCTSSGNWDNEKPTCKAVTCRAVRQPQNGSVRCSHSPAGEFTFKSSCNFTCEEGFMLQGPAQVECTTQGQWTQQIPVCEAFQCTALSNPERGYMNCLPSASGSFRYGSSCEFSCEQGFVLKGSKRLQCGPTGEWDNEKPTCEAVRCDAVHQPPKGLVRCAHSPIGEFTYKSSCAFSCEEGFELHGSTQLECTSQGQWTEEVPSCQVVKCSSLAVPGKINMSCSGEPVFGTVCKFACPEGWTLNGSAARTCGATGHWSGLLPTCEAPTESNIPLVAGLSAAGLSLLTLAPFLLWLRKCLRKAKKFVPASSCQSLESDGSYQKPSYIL
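Test system: HUVEC | Signal: Immunofluorescence imaging | Read-out: Percent E-selectin-positive cells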
ERp5 block = inhibitors of ERp5-driven insulin aggregation, primary screen, biochemical, turbidity, absorbance 650 nm, single point. inhibition, % at 9.99 µM. 90 min. AID 651711, 2012. 350,000 tested, 0.05% active;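 active = mean replicate inhibition above about 25%, with every replicate also reaching it, limit read from the data, passing the limit was not always enough; inconclusive = only one of those two criteria met; inactive = neither criterion met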
DENV2 CPE = inhibitors of DENV2 cytopathic effect, primary screen, cell-based, plate reader, single concentration | AID 651640, 2012 | 350,000 tested, 1.7% active | DENV2-infected cells, cytopathic effect rescue | CPE inhibition, % at 9.99 µM; in the data active = CPE inhibition above about 20%, passing the limit was not always enough; inconclusive = no clear call, values can overlap the other calls; tested in BHK-21 cells;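 also: 0% = median of neutral control wells and 100% = median of positive control wells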
Statin myotox sup = suppressors of statin myotoxicity in C2C12 myotubes, primary screen, cell-based, single point, plate reader; AID 602340, 2012; C2C12 myotubes + simvastatin, ATP luminescence, 48 h; scaled: DMSO 0, geranylgeraniol control 100; rescue of ATP level, % at 7.49 µM; 330,000 tested, 0.78% active;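 active = mean ATP rescue above about 67%, or every replicate alone reaching that limit, limit read from the data, passing the limit was not always enough; inconclusive = no clear call, values can overlap the other calls; inactive = mean under the limit and some replicate under it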;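 also: myotubes were challenged with 10 µM simvastatin during compound exposure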
PglD inh = C. jejuni PglD acetyltransferase inhibitors, primary screen, biochemical, DTNB colorimetric, single point. UDP-N-acetylbacillosamine N-acetyltransferase PglD (Campylobacter jejuni). purified PglD enzyme, DTNB colorimetric CoA detection. inhibition, % at 12.5 µM. 360,000 tested, 0.098% active; in the data active = inhibition above about 16%, passing the limit was not always enough; inconclusive = no clear call, values can overlap the other calls; also: strong numbers were not always called active
S100A4 inh HTS = inhibitors of S100A4-myosin IIA peptide binding, primary screen, biochemical, fluorescence polarization, TAMRA-MyoIIA peptide. Protein S100-A4 (Homo sapiens), P26447. inhibition, % at 10.7 µM. 360,000 tested, 0.14% active. AID 652163, 2013;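 active = mean inhibition of at least 70% across replicates, with every replicate also reaching that level; inconclusive = mean inhibition reaches 70% but some replicates fall short; inactive = mean inhibition below 70%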
Target sequence (P26447 whole entry, looked up): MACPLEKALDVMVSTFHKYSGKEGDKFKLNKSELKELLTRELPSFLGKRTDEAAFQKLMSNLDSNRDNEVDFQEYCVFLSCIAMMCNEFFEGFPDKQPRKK
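System – human S100A4 monomer protein, biochemical binding assay · Buffer or medium – Calcium-containing HEPES buffer, pH 7.2 · Timing – 5 min between mix addition and reading · Also added – TAMRA-labelled myosin IIA heavy-chain peptide probe, 5 nM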
The depositor's hits bear a star; ? = inconclusive; nt = no result given; & = joins results of further samples. This is a subset, so the mix of outcomes need not match the whole.

SMILES	E-sel inducer	S100A4 inh HTS	SIRT5 block	Statin myotox sup	ERp5 block	DENV2 CPE	PglD inh
CCNC(=S)Nc1cc(OC)c(NC(=O)c2ccco2)cc1OC	-0.8	-1	-3	-9	-2	-2	7
C[C@H]1CN([C@@H](C)CO)C(=O)Cc2cc(NC(=O)CCC(F)(F)F)ccc2O[C@H]1CN(C)CC1CC1	-0.1&-0.2	-29&-3	-7&1	-6&11	3&4	-2&-7	-4&2
CN(/N=C/c1ccccc1O)C(=S)c1ccccc1	nt	-4	-3	-11	8	0	-1
CC1(Cc2ccc(Cl)cc2)C(=O)Nc2c(Cl)ccc(Cl)c21 (configuration not stated)	-0.3	-3	nt	22	-5	-14	2
Cc1noc(C)c1S(=O)(=O)N(C)C[C@@H]1Oc2ccc(NC(=O)NC3CCCCC3)cc2CC(=O)N([C@H](C)CO)C[C@H]1C	-1.6	7	3	-22	0	4	0
Cc1cc(C)c(S(=O)(=O)c2ccccc2)c(N(C)C)n1	nt	-1	-3	-6	-2	nt	-5
COc1ccc(NC(=O)c2ccco2)c2ccccc12	nt	2	-3	0	3	?	-4
CCOC(=O)c1c(N)sc(C(=O)N(CC)CC)c1C	4.9	1	2	3	3	-5	-1
O=C(/C=C/[C@H]1O[C@@H](n2ccc(=O)[nH]c2=O)[C@H](O)[C@@H]1O)NCC1CCCO1 (some centres not stated)	1.3	-4	-3	-4	-3	?	4
COc1ccc(OCC(=O)N2CCN(C(=O)c3ccc([N+](=O)[O-])cc3)CC2)cc1	0.0	4	-3	nt	-2	1	nt
Cn1c(SCC(=O)Nc2ccc(C(=O)O)cc2)nc2scc(-c3ccccc3Cl)c2c1=O	0.2	-3	2	-18	-4	-1	4
O=C(Nc1nccs1)c1ccc(-c2cccc([N+](=O)[O-])c2)o1	nt	11	-1	-33	-1	-5	-8
COCC(=O)N(C)C[C@@H]1Oc2cc(C#CCN(C)C)ccc2S(=O)(=O)N([C@H](C)CO)C[C@H]1C	-0.5	4	0	-5	-5	-2	2
COc1ccc(S(=O)(=O)Nc2cccc3c2O[C@H](CN(C)Cc2ccc(C(=O)Nc4ccccc4N)cc2)[C@H](C)CN([C@H](C)CO)C3=O)cc1	2.6	-3	nt	2	10	11	0
COc1ccc(C(=O)NC2CCN(CC(=O)N3CCCCC3)CC2)cc1	-0.1	-17	-1	-2	2	-2	4
CCCOc1ccc(Cc2c(O)nc(N)[nH]c2=O)cc1C	0.2	-1	-2	0	-1	4	0
COCC(=O)Nc1ccc2c(c1)C(=O)N(C)C[C@H](OC)[C@H](C)CN(Cc1ccccc1F)[C@@H](C)CO2	-0.2	3	-1	7	9	7	0
CC(=O)NCCC(=O)N1CCCC(N(C)CCc2ccccc2)C1 (configuration not stated)	0.2	-1	-1	1	3	-2	-10
N/C(=N\OC(=O)CSc1ccccc1)c1ccccn1	nt	-4	-1	3	-1	15	3
CCOC(=O)C1CCN(C(=O)CCc2c(C)nc3cc(-c4ccccc4)nn3c2C)CC1	4.1	-3	nt	-5	-5	-5	2
CO[C@H]1CN(C)C(=O)c2cc(NS(=O)(=O)c3ccccc3C)ccc2OC[C@H](C)N(S(C)(=O)=O)C[C@H]1C	-0.2	-10	-14	7	1	-2	0
CC[C@@]12C(=O)N(c3cccc(F)c3)C(=O)N1[C@H](c1ccc(OC)cc1)[C@@H]1C(=O)N(C(C)(C)C)C(=O)[C@@H]12	-0.2	-5	nt	10	5	3	0
C/C=C/c1ccc([C@@H]2[C@H](CO)N(CC3CCCC3)C23CN(C(=O)CC2CC2)C3)cc1	-0.5	0	8	nt	-3	-1	nt
O=C(Cn1ncc2c([nH]c3ccccc32)c1=O)N1CCN(c2ccccn2)CC1	nt	-2	-4	nt	5	1	nt
Cc1ccc(S(=O)(=O)N(C)C[C@@H]2Oc3cc(C#Cc4ccccc4)ccc3S(=O)(=O)N([C@H](C)CO)C[C@H]2C)cc1	-2.4	-12	7	-31	-11	0	0
CCC1(C)COC(c2ccc3c(c2)OCO3)OC1 (configuration not stated)	-1.7	5	nt	0	0	-1	-5
OCCN(CCO)CC(O)CN(c1ccccc1)c1ccccc1 (configuration not stated)	-0.2	6	-2	nt	3	-1	3
NC(=O)C1CCCN(C(=O)CN2C(=O)NC(c3ccccc3)(c3ccccc3)C2=O)C1 (configuration not stated)	nt	-7	-5	15	2	11	-3
CCCNC(=O)c1ccccc1NC(=O)c1cccc(-n2cnnn2)c1	-0.2	-7	-4	-20	3	-8	-1
C[C@H](CO)N1C[C@H](C)[C@H](CN(C)S(=O)(=O)c2cn(C)cn2)OCCCC[C@H](C)Oc2ccc(NS(=O)(=O)c3ccc(F)cc3)cc2C1=O	0.0	-17	-1	-7	0	-8	-2
O=C(C[C@@H]1CC[C@H]2[C@@H](COC[C@@H](O)CN2Cc2cccc(C(F)(F)F)c2)O1)NCCc1ccncc1	-0.1	10	-4	7	3	-1	-1
COc1cccc(S(=O)(=O)N[C@H]2C=C[C@H](CC(=O)NCc3ccncc3)O[C@@H]2CO)c1	-0.1	-2	1	2	-3	-3	-2
COCC(=O)N1C[C@H]2[C@@H](c3ccccc31)[C@H](CO)N2C(=O)Nc1ccccc1Cl	0.4	-9	0	-2	4	-1	2
O=C(Cn1c(=S)[nH]c2ccccc2c1=O)NCCc1ccccc1	1.6	7	3	nt	-1	-3	nt
O=C(Nc1nccs1)c1ccc(Br)c(S(=O)(=O)N2CCCC2)c1	-0.3	-3	-3	-7	-8	-3	5
COc1ccc(CC(=O)NCc2n[nH]c(=S)n2-c2ccc(F)cc2)cc1	nt	-1	1	nt	-1	-7	nt
COc1ccc(NC(=O)N[C@H]2CC[C@H](CCn3cc(-c4ccc(F)cc4)nn3)O[C@@H]2CO)cc1	0.0	-3	3	2	2	-3	1
CCCC(=O)Nc1ccc2c(c1)C(=O)N(C)[C@H]1CC[C@@H](CC(=O)NCC(F)(F)F)O[C@@H]1CO2	-0.1	nt	nt	1	nt	-1	3
CC(=N\NC(=O)c1cc(Br)ccc1O)/C(=N/O)C(=O)Nc1ccccc1	nt	5	3	-2	4	-4	nt
CC(C)NC(=O)Nc1ccc2c(c1)C(=O)N([C@H](C)CO)C[C@@H](C)[C@@H](CN(C)Cc1ccc(C(=O)Nc3ccccc3N)cc1)O2	0.0	4	nt	nt	-2	-9	-1
COc1ccc(Nc2nc(N)c([N+](=O)[O-])c(NCc3ccccc3)n2)cc1	-0.5	-2	1	nt	2	5	nt
O=C(O)c1ccc(NC(=S)NC(=O)c2cccc(COc3ccccc3)c2)cc1	nt	-6	4	nt	5	-3	nt
COc1ccccc1NC(=O)N1CCCCN2[C@@H](CO)[C@H](c3ccc(-c4cccc(C)c4)cc3)[C@@H]2C1	-0.4	0	4	nt	2	11	2
Cc1nc2nc[nH]n2c(=O)c1NS(=O)(=O)c1ccc(C(C)(C)C)cc1	nt	6	-5	-4	-5	-1	4
CC(C(=O)N1CCc2ccccc21)N(C)CC(=O)Nc1ccccc1Cl (configuration not stated)	nt	-6	-1	10	-11	-2	-1
Cc1ccc2nc(N(CCCN(C)C)C(=O)c3ccc(S(=O)(=O)N4CCCCCC4)cc3)sc2c1	5.1	-1	-2	-5	2	-1	0
Cn1cccc2[nH]c(=O)nc1-2	0.1	-3	-5	-2	0	10	nt
CC(C)(C)CC(=O)NC(=S)NCCc1ccccc1	nt	8	0	-22	0	-6	-4
CCOC(=O)c1c(NC(=O)COC(=O)Cc2c[nH]c3ccccc23)sc(C(=O)N(C)C)c1C	0.9	-5	1	2	-20	?	-4
O=C(Nc1ccc(Cl)cc1)N[C@H]1CC[C@@H](CCNC(=O)c2cc(Cl)cc(Cl)c2)O[C@H]1CO	-0.2	13	2	nt	1	3	nt

Next part:
SMILES	E-sel inducer	S100A4 inh HTS	SIRT5 block	Statin myotox sup	ERp5 block	DENV2 CPE	PglD inh
COc1ccc(C(=O)OC(C)C(=O)NC2CCCc3ccccc32)cc1OC (configuration not stated)	5.5	-12	4	4	3	1	-2
COCCCNCCOCCSc1ccc(Cl)cc1	-0.3	1	-4	nt	-4	-1	1
C[C@H](CO)N1C[C@H](C)[C@H](CN(C)S(=O)(=O)c2ccccc2)Oc2c(NC(=O)Nc3ccc4c(c3)OCO4)cccc2C1=O	0.2	3	-1	4	-24	-13	0
CCc1cn([C@H]2C[C@H](O)[C@@H](CO)O2)c(=O)[nH]c1=O	1.6	-20	1	-4	-4	-6	-1
COc1ccc2c3c([nH]c2c1)[C@@H](CO)N(C(=O)C1CCC1)CC31CCN(C(=O)c2ccccn2)CC1	0.1	5	-2	nt	5	5	nt
CCn1cc(C(=O)N[C@H](C(=O)NCCCO)C(C)C)c(=O)c2cc3c(cc21)OCO3	-0.1	-14	-2	1	-2	-3	-4
Clc1cccc(N/N=C/c2ccc(N3CCOCC3)cc2)c1	nt	6	-1	-47	1	2	1
CC1CCCC(C)N1C(=O)CN1c2cccc3cccc(c23)S1(=O)=O (configuration not stated)	-0.3	28	-6	-5	-2	1	-9
O=C(CSc1nccc(=O)[nH]1)Nc1cccc(S(=O)(=O)N2CCOCC2)c1	nt	1	1	1	1	-5	-2
CC1(C(=O)Nc2cccc(C(F)(F)F)c2)Cc2c(-c3ccccc3)ccnc2O1 (configuration not stated)	-0.1	-9	-1	17	-7	-7	-2
Cc1noc(C)c1S(=O)(=O)N(C)C[C@H]1OCCCC[C@@H](C)Oc2ccc(NC(=O)Nc3ccc(F)cc3)cc2C(=O)N([C@H](C)CO)C[C@@H]1C	-0.1	10	-9	nt	1	-7	-4

Full records, looked up by structure:
Listed for `CC1(C(=O)Nc2cccc(C(F)(F)F)c2)Cc2c(-c3ccccc3)ccnc2O1` (configuration not stated) : E-sel inducer = -0.1; S100A4 inh HTS = -9; SIRT5 block = -1; Statin myotox sup = 17; ERp5 block = -7; DENV2 CPE = -7; PglD inh = -2
Listed for `O=C(CSc1nccc(=O)[nH]1)Nc1cccc(S(=O)(=O)N2CCOCC2)c1` : E-sel inducer = nt; S100A4 inh HTS = 1; SIRT5 block = 1; Statin myotox sup = 1; ERp5 block = 1; DENV2 CPE = -5; PglD inh = -2

Screening data as filed in PubChem.
